High-throughput results deposited in PubChem BioAssay by several laboratories.
PLC-beta3 inh – human PLC-beta3 inhibitors, primary screen, biochemical, fluorescence; Purified PLC-beta3, fluorogenic substrate; 1-phosphatidylinositol 4,5-bisphosphate phosphodiesterase beta-3 (Homo sapiens), Q01970; hit rate 0.18% among 370,000; inhibition, % at 12.2 µM; AID 720704, 2013; in the data active = inhibition above about 11%;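 note: 0% = median of compound wells on plate and 100% = full blocker control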
KLK7 zymogen act – proKLK7 zymogen activators, primary screen, biochemical, fluorescence intensity; Kallikrein-7 (Homo sapiens), P49862; purified proKLK7, EDANS-DABCYL substrate fluorescence; 100% is mature enzyme control, 0% vehicle; activation, % at 7 µM; hit rate 0.9% among 370,000;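 active = activation above the mean of all tested compounds plus 3 SD, computed per campaign excluding outliers beyond control limits, cut at about 13% in these data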
Target sequence (P49862 whole entry, looked up): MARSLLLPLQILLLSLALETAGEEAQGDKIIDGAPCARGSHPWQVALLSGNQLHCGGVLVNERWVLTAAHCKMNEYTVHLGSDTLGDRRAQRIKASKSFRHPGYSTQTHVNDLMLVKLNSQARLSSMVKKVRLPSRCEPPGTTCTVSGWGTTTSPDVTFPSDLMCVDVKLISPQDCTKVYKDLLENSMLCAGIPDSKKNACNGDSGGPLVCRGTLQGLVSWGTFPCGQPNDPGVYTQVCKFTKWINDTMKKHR
UHRF1 binding – UHRF1 methylated DNA binding inhibitors, primary screen, counter-screen for MBD2 inhibitor project, biochemical, TR-FRET, human UHRF1, single concentration. AID 687016, 2013. E3 ubiquitin-protein ligase UHRF1 (Homo sapiens), Q96T88. hit rate 0.75% among 370,000. UHRF1 binding to methylated oligo. inhibition, % at 4.4 µM; in the data active = inhibition above about 21%;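 note: UHRF1 SRA domain binding a hemimethylated CpG hairpin DNA probe; 0% = median of test compound wells and 100% = reference inhibitor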
ASAP1 inh – inhibitors of human ASAP1 ArfGAP activity, primary screen, biochemical, fluorescence polarization; Arf-GAP with SH3 domain, ANK repeat and PH domain-containing protein 1 (Homo sapiens), …; ASAP1-stimulated ARF1 GTP hydrolysis, GDP FP detection; inhibition, % at 16.5 µM; hit rate 0.19% among 360,000; AID 624377, 2012; in the data active = inhibition above about 25%;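 note: 0% = vehicle with enzyme and substrate and 100% = no enzyme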
Rev-erbA mod – modulators of Rev-erb alpha DNA binding, primary screen, biochemical, FITC-DNA, fluorescence polarization, uHTS; AID 1259318, 2017; Rev-erbα–FITC-DNA binding, 90 min; hit rate 0.79% among 370,000; activity, % at 10 µM; Nuclear receptor subfamily 1 group D member 1 (Homo sapiens), P20393;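 active = activity above about 14%, limit read from the data; passing the limit was not always enough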;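 note: 0% = DMSO wells with 35 nM protein and 100% = DMSO wells with 750 nM protein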
Target sequence (P20393 whole entry, looked up): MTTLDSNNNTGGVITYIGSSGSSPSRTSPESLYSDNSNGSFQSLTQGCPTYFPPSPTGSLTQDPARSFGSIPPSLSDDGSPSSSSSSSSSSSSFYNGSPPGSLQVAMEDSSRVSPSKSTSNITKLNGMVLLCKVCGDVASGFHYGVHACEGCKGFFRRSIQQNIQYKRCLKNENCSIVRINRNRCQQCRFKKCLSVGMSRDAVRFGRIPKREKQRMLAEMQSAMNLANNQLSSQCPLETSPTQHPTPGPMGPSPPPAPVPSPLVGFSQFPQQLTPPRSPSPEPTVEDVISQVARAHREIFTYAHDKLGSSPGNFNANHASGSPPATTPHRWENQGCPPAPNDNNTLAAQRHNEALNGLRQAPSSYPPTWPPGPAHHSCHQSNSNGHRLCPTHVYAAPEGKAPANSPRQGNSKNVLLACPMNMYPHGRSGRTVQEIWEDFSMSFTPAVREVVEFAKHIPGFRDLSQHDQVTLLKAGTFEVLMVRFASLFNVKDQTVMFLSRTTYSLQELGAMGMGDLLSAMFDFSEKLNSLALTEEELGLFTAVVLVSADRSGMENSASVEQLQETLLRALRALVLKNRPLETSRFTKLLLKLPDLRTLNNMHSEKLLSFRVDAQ
PLCg1 inh – PLC-gamma1 enzyme inhibitors, primary screen, biochemical, fluorescence, purified enzyme; 1-phosphatidylinositol 4,5-bisphosphate phosphodiesterase gamma-1 (Homo sapiens), P19174; fluorogenic substrate; hit rate 0.84% among 370,000; inhibition, % at 12.2 µM; in the data active = inhibition above about 9.5%
DDE Tn7 FP inh – inhibitors of Tn7 peptide binding to fibrin DD(E), primary screen, biochemical, fluorescence polarization, human fibrin, Tn7 probe | AID 720508, 2013 | Fibrinogen beta chain (Homo sapiens), P02675 | hit rate 0.13% among 370,000 | FP displacement of FITC-Tn7 peptide from fibrin DD(E); 0% = median of compound wells per plate | inhibition, % at 8.3 µM;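 active = inhibition above the mean of compounds falling within the control limits plus 3 SD of them, cut at about 14% in these data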;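 note: 0% = plate median of compound wells and 100% = 10 µM Aha-Tn7 peptide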
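Also added: labelled Tn7 tracer, 0.1 µM; Assay system: human fibrin DD(E) protein; Amount: 2 µM fibrin DD(E); Schedule: 10 min compound pre-incubation, 3 h probe incubation at room temperature; Repeats: one replicate per compound; Read-out basis: percent inhibition; Measured by: fluorescence polarization of the labelled Tn7 tracer.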
HGIII-sPLA2 inh – human group III sPLA2 inhibitors, primary screen, biochemical, QFRET, BODIPY PC-A2 liposome substrate; Group 3 secretory phospholipase A2 (Homo sapiens), Q9NZ20; QFRET BODIPY PC-A2 liposome hydrolysis, fluorescence; inhibition, % at 12.2 µM; hit rate 0.56% among 370,000; AID 743126, 2013;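 active = inhibition above mean plus 3 SD of compounds lying within the high and low control bounds, cut at about 19% in these data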;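 note: 0% = median of test compound wells and 100% = no enzyme DMSO wells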
ARFGAP1 inh – inhibitors of rat ARFGAP1 GAP activity, primary screen, biochemical, fluorescence polarization, GDP tracer; Arfgap1-stimulated ARF1 GTP hydrolysis, GDP FP detection; hit rate 0.26% among 360,000; ADP-ribosylation factor GTPase-activating protein 1 (Rattus norvegicus), Q62848; AID 651572, 2012; inhibition, % at 16.5 µM;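 active = inhibition above a per-plate limit, mean inhibition of low control wells plus 3 SD, cut at about 25% in these data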;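 note: 0% = DMSO wells with enzyme and 100% = wells lacking Arfgap1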
Target sequence (Q62848 1-136 limits assumed): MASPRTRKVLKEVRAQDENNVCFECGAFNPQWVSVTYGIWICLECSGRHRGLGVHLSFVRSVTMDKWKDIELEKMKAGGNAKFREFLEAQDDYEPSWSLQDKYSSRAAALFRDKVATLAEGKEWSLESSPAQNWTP
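material = rat Arfgap1 catalytic domain, aa 1-136 | also added = human ARF1(Δ1-17)-GTP substrate | compound dosing = one concentration, 16.5 µM, DMSO 1.26% | times = GTP hydrolysis reaction 2 h at 25 °C | measured by = FP, GDP Alexa 633 tracer displaced from anti-GDP antibody, 620/688 nm | evaluation = percent inhibition of Arfgap1-stimulated GTP hydrolysis | replication = single well per compound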
DDE Tn6 FP inh – inhibitors of Tn6 peptide binding to fibrin DD(E), primary screen, biochemical, fluorescence polarization, human fibrin, Tn6 probe; Fibrinogen beta chain (Homo sapiens), P02675; inhibition, % at 8.3 µM; Fibrin DD(E) TRITC-Tn6 fluorescence polarization displacement; hit rate 0.21% among 370,000;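 active = inhibition above a per-campaign cutoff: mean of compounds within control limits plus 3 SD, cut at about 15% in these data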;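 note: 0% = median of all compound wells on the plate and 100% = blocking peptide control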
* = called active by the depositor; i = inactive; nt = not tested or not shown.

SMILES	PLC-beta3 inh	KLK7 zymogen act	UHRF1 binding	ASAP1 inh	Rev-erbA mod	PLCg1 inh	DDE Tn7 FP inh	HGIII-sPLA2 inh	ARFGAP1 inh	DDE Tn6 FP inh
COc1ccc(S(=O)(=O)N(C)C[C@H]2Oc3c(NC(=O)c4ccncc4)cccc3C(=O)N([C@H](C)CO)C[C@@H]2C)cc1	2.0	0.3	1.2	1.6	3.0	-0.9	-9.7	2.7	8.2	-1.7
O=C(NCCCn1ccnc1)c1cc(-c2ccc(Cl)cc2)nc2ccccc12	-4.4	-0.3	-0.8	1.0	1.6	-1.7	2.5	-21.3	9.9	-9.8
CCOC(=O)/C(=N/Nc1ccc(OC)cc1)N1CCCc2ccccc21	-9.9	-0.3	1.2	1.4	1.8	-1.6	-3.7	13.7	-0.1	-2.6
O=C(CCCSc1ccccc1)Nc1ccc(Cl)c(S(=O)(=O)N2CCOCC2)c1	-9.0	0.6	-1.1	0.4	-0.9	-1.0	-4.0	-25.0	-4.4	6.2
CC(C)NCC(O)COc1c(F)cc(Br)cc1F (stereo not given)	4.6	0.2	6.1	10.0	-1.8	1.9	2.8	9.4	-5.8	-8.4
C[C@H]1CN([C@@H](C)CO)C(=O)CCCn2cc(nn2)CO[C@@H]1CN(C)S(=O)(=O)c1ccc(-c2ccccc2)cc1	4.1	0.7	0.6	9.2	5.6	4.4	2.8	-14.2	-2.5	-4.4
O=C(Cc1ccccc1)NN1C(=O)C2C3C=CC(C3)C2C1=O (stereo not given)	3.0	-0.6	2.0	-0.1	-1.9	3.2	4.1	-3.1	-4.3	6.4
Fc1ccc(CSc2nnc(-c3ccco3)o2)cc1	-5.4	0.4	2.5	3.2	0.2	-0.6	2.5	13.1	9.6	-0.4
CCCn1c(=O)c2ccccc2n2c(SCc3cc(=O)oc4ccc5ccccc5c34)nnc12	-68.4	-17.3	-2.4	-9.7	-0.7	-59.0	-3.5	-2.9	-11.0	4.6
CN1C[C@@H]2[C@@H]3C(=O)N(C)C(=O)[C@@H]3[C@](C)(C1=O)N2C(=O)c1ccc(C(F)(F)F)cc1	1.3	0.1	0.5	0.5	0.7	-0.8	0.2	5.9	-6.3	5.2
O=C(NCc1cccc(C(F)(F)F)c1)c1ccc2sc([C@H]3C[C@H](O)[C@@H](CO)O3)nc2c1	-0.9	-1.1	8.3	0.8	-3.4	-0.4	1.1	6.0	9.0	-6.1
CCCCN(C(=O)CC1CCCCC1)c1c(N)n(CC(C)C)c(=O)[nH]c1=O	-8.1	-0.1	3.0	-1.6	6.5	3.9	1.8	16.8	-7.4	-8.6
CC1CCCC(C)N1C(=O)CSc1nnc(-c2c[nH]c3ccccc23)o1 (stereo not given)	0.6	0.2	-2.5	2.7	6.9	-1.6	3.4	-25.4	-5.8	5.2
CN(C)CCCCOc1cccc(Br)c1	4.7	-0.2	2.4	-13.2	-0.6	0.3	-5.3	-2.3	3.9	3.6
CC(C)(C)n1nc(C2CC2)c(Br)c1NC(=O)c1ccccc1Cl	-0.3	0.9	-0.6	2.6	-5.8	6.8	3.2	1.0	3.8	-8.5
COc1ccc(S(=O)(=O)N2CCCCCC2)cc1C(=O)N(C)Cc1ccccc1F	-7.4	0.8	-0.1	0.7	3.2	1.4	3.2	-7.5	4.8	0.4
CC(=O)c1sc(-c2ccccc2)cc1NS(=O)(=O)c1ccc(C)cc1	-13.3	-0.6	5.0	3.5	-3.6	0.8	-0.1	8.7	1.1	3.5
O=C1NC(=O)/C(=C\c2ccsc2)N1	5.0	-0.3	0.1	-3.6	1.2	5.4	0.7	-1.2	-1.5	0.3
N=C(N)SCc1cn2ccccc2n1	-2.5	-0.6	1.5	-16.8	3.6	-3.2	6.7	-1.2	-10.7	3.6
COC(=O)Cn1cc(C#N)c2ccccc21	0.5	-0.6	3.7	-16.4	0.2	0.3	-4.5	-4.6	8.2	-5.0
C=CCNc1nc(-c2sc(NC(C)=O)nc2C)cs1	-38.9	0.2	-3.7	16.3	6.3	-26.6	-8.4	1.8	-7.4	0.8
COc1cccc(-c2nnc(SCC(=O)Nc3cc(C)on3)n2C)c1	1.0	0.1	2.1	4.8	1.1	-0.6	-4.6	2.6	4.3	6.4
C=CCOc1ccc(/C=C/C(=O)OCC(=O)N2CCN(C(C)=O)CC2)cc1	2.3	0.3	-0.1	-1.4	-4.4	3.2	0.4	16.1	2.6	-10.5
O=C(O)c1oc2ccccc2c1-n1cccc1	-4.0	0.0	-1.3	-13.6	-1.5	-2.5	-0.8	-3.5	16.5	3.8
CCOc1ccc(NC(=O)CN2CCN(CC(=O)Nc3cc(OC)cc(OC)c3)CC2)cc1	1.3	-0.1	0.7	3.5	-1.3	2.7	-2.5	-23.4	8.0	-4.2
COc1ccc(NC(=O)c2cn(-c3ccccc3)nc2-c2cc3ccccc3o2)cc1	4.8	0.1	-2.2	28.7*	-0.5	1.4	1.1	-0.2	10.0	-1.3
COc1ccc(Br)cc1CNC(=O)C1CCCN(S(=O)(=O)N2CC(C)CC(C)C2)C1 (stereo not given)	-1.3	0.2	2.1	10.7	3.5	2.7	-6.3	1.8	-3.2	0.3
CC(=O)N1CCC(C(=O)N2CCN(S(=O)(=O)c3ccc(F)cc3)CC2)CC1	-3.6	0.4	-2.2	-14.1	12.0	6.9	0.8	-0.4	-1.4	6.9
Nc1ccc(Nc2ccncc2[N+](=O)[O-])cc1	-1.1	-0.6	-8.1	7.3	3.8	0.5	4.5	4.3	-5.3	2.8
O=c1[nH]c2ccc(NS(=O)(=O)c3ccc(Cl)cc3)cc2[nH]1	-1.2	-0.8	-4.5	8.1	0.1	-1.3	0.9	-9.0	-0.8	-0.8
COc1ccc(S(=O)(=O)N2CCCC2CNC(=O)C(=O)NCc2ccco2)cc1 (stereo not given)	-6.7	0.4	0.1	-9.6	3.2	1.6	-2.2	1.6	-0.8	2.1
CC(=O)c1cccc(NC(=O)c2ccc3c(=O)n4c(nc3c2)CCCCC4)c1	-5.1	-0.2	1.7	-8.0	-3.4	3.0	-0.8	1.8	-1.8	-0.4
Cc1ccc(-c2cc3ccccc3nc2N2CCOCC2)cc1	-5.0	-0.4	-0.9	14.7	2.0	-3.6	0.6	0.1	-8.7	6.1
O=C(Nc1ccccc1Oc1ccccc1)NC1CCCCN(Cc2ccc(Cl)cc2)C1=O (stereo not given)	0.1	0.3	-3.1	nt	1.7	1.1	-1.8	-0.9	nt	-4.8
CC(=O)Nc1nc2ccccc2n1CCOc1ccccc1	-9.8	0.2	-2.8	-7.7	-0.9	0.7	5.2	-4.8	6.3	-0.7
O=C(Cc1ccccc1)Nc1ccc(NC(=O)c2ccc(Br)cc2)cc1	1.4	-0.1	-2.5	-6.1	4.6	0.5	10.8	-1.9	-12.9	2.0
CSc1nsc(SC)c1C(=O)O	-3.1	0.3	-0.2	2.2	-0.8	-3.4	0.3	1.3	-2.8	-1.4
CC(NC(=O)c1cccc(Cl)c1)C1CC2CCC1C2 (stereo not given)	-1.2	0.2	0.4	6.2	3.8	3.8	0.3	-3.1	2.5	-1.6
Cn1c2ccccc2c2cnn(CC(=O)Nc3ccc(F)cc3F)c(=O)c21	-7.5	1.2	-2.3	5.8	3.7	-0.1	2.5	-0.5	2.7	-0.7
COc1ccc(C2CC(=O)C(c3ccc(C(F)(F)F)cc3)=CN2Cc2ccccc2)cc1 (stereo not given)	-31.4	-4.2	5.5	-4.0	-2.4	-18.1	-1.8	1.1	5.4	1.6
CC(Sc1nn(-c2ccc(Cl)cc2)c(=S)s1)C(=O)NCC1CCCO1 (stereo not given)	-6.9	-0.5	1.1	4.5	-2.3	-0.5	-0.9	2.3	3.8	2.0
CCC(=O)N1CCN(c2ccc(Cl)cc2NC(=O)c2ccc(Br)o2)CC1	2.2	0.4	6.1	-2.8	-4.7	1.0	-6.4	2.2	-2.6	-5.4
c1ccc(CCNc2ccnc3cc4ccccc4cc23)cc1	i	32.1*	-7.7	-0.4	5.7	i	-6.0	-22.0	7.8	-1.5
CCCCN(CC)C(=O)c1cc2c(=O)n3cccc(C)c3nc2s1	-424.7	3.6	-3.6	-11.0	-0.6	-298.5	-10.1	0.9	1.0	3.5
O=[N+]([O-])c1cccc(P(=O)(O)c2cccc([N+](=O)[O-])c2)c1	-0.8	-0.2	1.7	-5.3	-5.7	1.4	-5.3	1.5	7.2	0.7
Cc1[nH]nc2nc(SCC(=O)NCC3CCCO3)n(-c3ccc(Br)cc3)c(=N)c12 (stereo not given)	-12.2	1.4	-3.0	6.8	1.1	-13.5	5.9	3.7	10.1	2.1
CCCN1C(=O)/C(=C/c2cc(C)n(C)c2C)SC1=Nc1ccc(OCC)cc1	-0.8	-0.1	0.9	8.9	-0.2	1.5	-0.7	-8.4	-12.4	-4.1
CCNC(=O)c1ccccc1-c1nc(-c2ccccc2)no1	-9.7	0.2	-2.7	-17.9	7.1	3.4	-6.1	-7.1	8.9	3.9
Cc1cc(/C=C2/SC(=S)N(c3cccc(Cl)c3)C2=O)c(C)n1-c1cccnc1	-15.3	-3.4	-3.0	16.7	-0.7	-16.4	-10.2	-5.7	3.4	-4.8

The order is random; 4.5% or so of the library scored in one or more.
